M. tuberculosis GlmU – inhibition of mycobacterial GlmU enzyme – biochemical, glucosamine-1-phosphate acetyltransferase (AID 1376). inhibition, %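 (tested at 30 µM in the primary screen)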, or IC50 in µM where a hit was titrated. 0.25% of 220,000 active. M. tuberculosis GlmU acetyltransferase enzyme assay; higher % means a stronger effect; in the data active = inhibition above about 13%;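 note: 0% = complete reaction with vehicle and 100% = reaction without substrate; strong numbers were not always called active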
Mtb RmlCD inh – blocks M. tuberculosis RmlC and RmlD coupled enzymes. P9WH09+P9WH11. RmlC+RmlD coupled enzyme assay, percent inhibition; primary screen in compound mixtures. inhibition, % at 3.6 µM. 0.03% of 160,000 active. AID 1533; in the data active = inhibition mostly above about 34%, no sharp cut-off; note: some results filed as inactive read as strong as hits
Target sequence (P9WH09 whole entry, looked up): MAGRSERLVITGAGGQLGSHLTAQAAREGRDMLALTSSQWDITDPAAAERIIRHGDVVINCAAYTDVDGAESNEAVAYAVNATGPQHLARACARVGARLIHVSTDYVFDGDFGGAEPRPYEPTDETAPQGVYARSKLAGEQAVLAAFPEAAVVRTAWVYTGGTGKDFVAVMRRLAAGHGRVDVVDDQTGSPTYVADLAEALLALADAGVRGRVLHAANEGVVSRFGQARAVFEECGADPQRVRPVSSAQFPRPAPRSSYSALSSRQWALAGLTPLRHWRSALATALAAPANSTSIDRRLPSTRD
Target sequence (P9WH11 whole entry, looked up): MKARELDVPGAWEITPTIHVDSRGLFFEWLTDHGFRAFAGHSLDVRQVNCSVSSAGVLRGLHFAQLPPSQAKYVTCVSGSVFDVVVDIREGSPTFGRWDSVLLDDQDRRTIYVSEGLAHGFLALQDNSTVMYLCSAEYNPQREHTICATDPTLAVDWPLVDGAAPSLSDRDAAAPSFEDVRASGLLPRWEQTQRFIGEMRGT
* = called active by the depositor; . = not tested or not shown. A portion of the library; count on the stated rates, not on these rows.

SMILES	M. tuberculosis GlmU	Mtb RmlCD inh
COc1ccccc1NC(=O)C1=C(C)Nc2ncnn2C1c1ccccc1C (stereo not drawn)	-0.9%	-15
O=C1CS/C(=N/N=C2CCCC2)N1	-4.5%	15
CCCCNC(=O)/C=C/c1cccs1	-3.6%	7
CCOc1ccc(-n2c(SCC(N)=O)nnc2-c2cccnc2)cc1	4.6%	3
Cc1cc(NC(=O)COc2cccc(C)c2C)no1	7.5%	4
O=Cc1ccc(-c2ccc([N+](=O)[O-])cc2Cl)o1	-2.2%	-4
COCCn1c(Cc2ccccc2)nnc1SCC(=O)NC(C)(C)C	1.9%	-2
CCCC(CCC(=O)OC)(C(=O)OCC)c1csc(N)n1 (stereo not drawn)	-2.5%	.
Cc1ccc(-n2c(SCC(=O)Nc3cc(C)on3)nc3c(c2=O)SC(C)C3)cc1 (stereo not drawn)	6.0%	-9
O=C1N/C(=N/S(=O)(=O)c2ccccc2)S/C1=C/c1cccnc1	-1.3%	-22
CCOC(=O)CSc1nnc(CNc2ccc(F)cc2)o1	0.1%	-7
COC(=O)c1cnc(Oc2c(Cl)cc(N)cc2Cl)cc1C(F)(F)F	-1.2%	6
COc1ccc(OC)c(-c2csc(NC(=O)C3=NNC(=O)CC3)n2)c1	-4.7%	-8
Cc1cc2nc[nH]c2cc1[N+](=O)[O-]	0.4%	-8
COc1cc(Cn2ccnc2)c(OC)cc1Cn1ccnc1	-1.5%	.
Cc1ccc(NC(=O)N(CCCN2CCOCC2)Cc2cc3cc4c(cc3[nH]c2=O)OCO4)cc1	.	46
CCOC(=O)c1ccccc1NC(=O)Cn1cnc2c(cnn2-c2ccccc2)c1=O	1.7%	-11
Cc1ccc(SCC(=O)Nc2ccc(C(=O)Nc3ccc(O)cc3)cc2)cc1	-1.5%	.
Cc1nc2ccc(S(=O)(=O)NC(C(=O)N3CCn4c3nc3ccccc34)C(C)C)cc2s1 (stereo not drawn)	0.7%	-1
Cc1[nH]n(-c2ccc(Cl)cc2)c(=O)c1C=Nc1ccc(S(=O)(=O)N2CCOCC2)cc1	-3.0%	.
O=C(NC1CC1)C1=C[C@@H](c2coc3ccccc3c2=O)C[C@@H](OCc2ccc(CO)cc2)O1	5.9%	.
CCCNC(=O)Nc1nc(CC(=O)OCC)cs1	0.6%	7
O=C(c1ccc(S(=O)(=O)N2CCOCC2)cc1)N1CCN(c2ccc(F)cc2)CC1	6.5%	4
CCOC(=O)C1=C(C)NC2=C(C(=O)CCC2)C1c1cccnc1 (stereo not drawn)	-2.6%	-1
COc1ccccc1NC(=O)CSc1nnc(Cc2ccccc2)o1	6.3%	.

Carrying on.
SMILES	M. tuberculosis GlmU	Mtb RmlCD inh
Cc1ccc(NC(=O)CCn2ccc([N+](=O)[O-])n2)nc1	0.3%	4
CS(=O)(=O)C1=NSC2=NC(=O)/C(=C\c3cccn3-c3ccccc3Cl)C(=N)N21	4.2%	-6
CNC(=O)C(C)NS(=O)(=O)c1ccc(F)cc1 (stereo not drawn)	0.1%	11
Cc1cc(O)c(C(C[N+](=O)[O-])c2ccc(Cl)cc2Cl)c(=O)o1 (stereo not drawn)	-1.5%	-6
Cc1ccc(C(=O)N2CCN(C(=O)c3ccco3)CC2)cc1NC(=O)c1ccco1	2.2%	2
Cc1cc([N+](=O)[O-])nn1CC(=O)Nc1ccc(F)cc1	-1.0%	-5
CCNS(=O)(=O)c1ccc(CCC(=O)NCCC2=CCCCC2)cc1	-3.5%	-5
COc1ccc(S(=O)(=O)NCCSCc2ccco2)cc1C	7.6%	.
CC(C)N(NC(=O)c1cccc2ccccc12)C(C)C	3.5%	-5
NC(=O)c1ccc(NC(=O)COC(=O)/C=C/c2cn(-c3ccccc3)nc2-c2cccnc2)cc1	5.2%	7
CCN1CCN(C(=O)Nc2ccc(Cc3ccc(NC(=O)N4CCN(CC)CC4)cc3)cc2)CC1	1.3%	.
CC(C)N1C(=O)C2C(C(=O)NC3CCCCC3)C3C=CC2(O3)C1C(=O)NC1CCCCC1 (stereo not drawn)	1.5%	-1
COc1ccc(-c2nnc(SCC(C)C)o2)cc1	-4.1%	28
CCCCCCCCCCCCCCCC(=O)OC[C@H](COP(=O)([O-])OCC[N+](C)(C)C)OC(=O)CCCCCCCCCCCCCCC	-1.8%	.
CC1(C)CC2(CCO1)OC(=O)CC2C(=O)NCc1ccccc1 (stereo not drawn)	1.1%	8
C=CCOc1nc2c(c(=O)n(C)c(=O)n2C)n1Cc1ccccc1Cl	2.6%	100
CN(C)c1ccc(C=NCC2(O)CCOC(C)(C)C2)cc1 (stereo not drawn)	5.6%	.
CCN(CC)S(=O)(=O)c1cc(OC)c(Cl)cc1OC	1.2%	.
O=C(CCc1ccc(S(=O)(=O)NC2CCCCC2)cc1)Nc1ccccc1	0.4%	7
c1ccc(-c2c[nH]c3[n+]2CCCCC3)cc1	-4.9%	11
CC(NC(=O)c1ccc(CS(=O)(=O)c2ccc(Cl)cc2)o1)c1ccc2c(c1)OCCO2 (stereo not drawn)	3.0%	8
CN1CCN(c2ccc([N+](=O)[O-])c3cccnc23)CC1	.	3
CSc1cccc(NS(=O)(=O)c2ccc(C(C)=O)cc2)c1	-0.4%	1
COc1c2ccoc2c(OCC=C(C)C)c2oc(=O)ccc12	2.1%	.
Cc1cc(C)nc(NC(=O)c2cccc([N+](=O)[O-])c2)c1	9.6%	4

Copied from the list:
In M. tuberculosis GlmU, `COC(=O)c1cnc(Oc2c(Cl)cc(N)cc2Cl)cc1C(F)(F)F` is entered as -1.2%
In M. tuberculosis GlmU, `CCN(CC)S(=O)(=O)c1cc(OC)c(Cl)cc1OC` is entered as 1.2%
In M. tuberculosis GlmU, `COc1cc(Cn2ccnc2)c(OC)cc1Cn1ccnc1` is entered as -1.5%
In M. tuberculosis GlmU, `CCCNC(=O)Nc1nc(CC(=O)OCC)cs1` is entered as 0.6%
In M. tuberculosis GlmU, `COc1ccccc1NC(=O)C1=C(C)Nc2ncnn2C1c1ccccc1C` (stereo not drawn) is entered as -0.9%

Further structures follow:
SMILES	M. tuberculosis GlmU	Mtb RmlCD inh
CCOc1ccc(N2C(=O)C(=O)/C(=C(/O)c3ccccc3)C2c2ccccc2[N+](=O)[O-])cc1 (stereo not drawn)	10%	49
COc1cccc(OC)c1Nc1nc(C)nc2c1nnn2Cc1ccccc1Cl	2.3%	-6
O=C1c2ccccc2S(=O)(=O)c2cc(N3CCOCC3)ccc21	-0.4%	.
COc1cc(NC(=O)CCc2ccccc2)c(C(=O)O)cc1OC	9.2%	.
N#Cc1ccc(Nc2ccccc2)c(N)c1	-1.7%	-5
OC(c1cccc(Cl)c1)(c1cccc(Cl)c1)C1CN2CCC1CC2 (stereo not drawn)	-8.3%	-6
CCN(CC)S(=O)(=O)c1cccc(C(=O)N/N=C2\CC(=O)CC(C)(C)C2)c1	-6.3%	.
CC(C)(CN1CCN(Cc2ccccc2)CC1)NS(=O)(=O)c1ccccc1	1.1%	2
Cc1ccc(-c2cc(C(=O)NCC3CCCO3)c3ccccc3n2)cc1C (stereo not drawn)	-4.1%	4
CCOc1cccc(CNCCO)c1OCc1ccc(Cl)cc1Cl	1.1%	9
CC(C)(C)c1ccc(/C=C2\Oc3c(ccc(O)c3CN3CCN(CCO)CC3)C2=O)cc1	3.7%	6
Cc1cccc2sc(N(CCCN(C)C)C(=O)c3sc4ccccc4c3Cl)nc12	-3.5%	4
COc1ccc(CN2CCC(c3nc4ccc(Cl)cc4[nH]3)CC2)cc1	-10%	9
CSc1nc2c(c(=O)[nH]1)C(c1ccc(Br)cc1)CC(=O)N2 (stereo not drawn)	-1.3%	40
O=C(CSc1ncn[nH]1)Nc1ccc(S(=O)(=O)N2CCCC2)cc1	-1.0%	-10
CCOC(=O)c1c(NC(=O)CNCC(O)CO)sc(C)c1C (stereo not drawn)	3.1%	.
COc1ccc(OC)c(NC(=O)CN(c2ccc(C)cc2)S(=O)(=O)c2c(C)noc2C)c1	-2.9%	.
C=C(C)CNC(=S)NNC(=O)CCn1c2cc(Cl)ccc2c2ccc(Cl)cc21	2.9%	-14
O=C(O/N=C\c1ccc(N2CCCCC2)c([N+](=O)[O-])c1)c1c(F)cccc1F	-1.6%	-13
CCOC(=O)C1(CCCc2ccccc2)CCN(C(=O)C2CCCO2)CC1 (stereo not drawn)	-2.4%	-8
COc1ccc(CNC(=S)Nc2cc(C)ccc2C)cc1	3.9%	-3
Cc1nc(-c2ccc(Cl)cc2)sc1C(=O)NN	-3.1%	6
O=C(NCc1ccco1)C1CCCN1S(=O)(=O)c1ccccc1C(F)(F)F (stereo not drawn)	-1.6%	.
O=C(Nc1ccc2c(c1)Cc1ccccc1-2)c1ccco1	5.8%	13
O=C(COC(=O)C1CC(=O)N(c2ccccc2)C1)c1ccccc1 (stereo not drawn)	-2.0%	-11

Complete entries from above. Order of screens: M. tuberculosis GlmU	Mtb RmlCD inh
CCN(CC)S(=O)(=O)c1cccc(C(=O)N/N=C2\CC(=O)CC(C)(C)C2)c1 as listed: -6.3%	.
CCOC(=O)C1(CCCc2ccccc2)CCN(C(=O)C2CCCO2)CC1 (stereo not drawn) as listed: -2.4%	-8
Cc1nc(-c2ccc(Cl)cc2)sc1C(=O)NN as listed: -3.1%	6
CCOc1cccc(CNCCO)c1OCc1ccc(Cl)cc1Cl as listed: 1.1%	9

(continued)
SMILES	M. tuberculosis GlmU	Mtb RmlCD inh
Cc1nn(C)c(=O)n1-c1ccccc1	0.0%	43
Cc1ccc(Nc2ncc3c(n2)CC(c2ccco2)CC3=O)c(C)c1 (stereo not drawn)	0.8%	9
CCC(c1nnnn1Cc1cccs1)N1CCN(c2nc3ccccc3s2)CC1 (stereo not drawn)	-3.0%	16
O=C(CN1CCN(C(=O)c2cccc(F)c2)CC1)Nc1ccccc1F	-0.9%	-9
CCCCC(CC)CN1C(=O)/C(=C/c2ccncc2)SC1=S (stereo not drawn)	-1.8%	-2
CCc1ccc(C(=O)CN2CCSC2=N)cc1	-4.0%	.
Cc1cc2n(n1)C(c1sccc1C)Nc1ccccc1-2 (stereo not drawn)	-2.4%	.
O=C1C2C3C=CC(O3)C2C(=O)N1CC(O)c1ccccc1 (stereo not drawn)	-1.5%	.
CCCCc1n[nH]c2c1/C(=N/O)CC(C)(C)C2	6.1%	.
COC(=O)c1ccc(Cc2ccccc2)o1	0.5%	-8
O=C(N/N=C1\C2CN3CCN(C2)CC1(c1ccccc1)C3)Nc1ccccc1	-1.6%	24
COc1ccc(/C=C(/NC(=O)c2ccc(C)cc2)c2nc3ccccc3[nH]2)cc1OC	-5.9%	11
CCCN=C1NC(=O)C(CC(=O)NCCc2ccccc2)S1 (stereo not drawn)	-1.6%	4
COc1ccc(OC)c(Nc2nc(-c3cccc([N+](=O)[O-])c3)nc3ccccc23)c1	2.1%	.
CCOc1ccc(CCNC(=O)c2cc3ccccn3n2)cc1OCC	2.6%	-4
COC(=O)c1cc(C(=O)N(Cc2ccccc2)c2ccccn2)cc([N+](=O)[O-])c1	-2.8%	3
COc1cccc(/C=N/NC(=O)CN2C(=O)NC3NC(=O)NC32)c1 (stereo not drawn)	-2.8%	6
O=C(COC(=O)c1ccc2ccccc2n1)NCc1ccccc1	-3.9%	-6
Cc1cc(/C=C(\C#N)C(=O)O)c(C)n1CCC(C)C	-2.5%	9
CC(=O)Nc1cccc(NC(C)=C(C#N)C#N)c1	-5.4%	4
O=C(NCC(=O)N(Cc1ccccc1)C(C(=O)NC1CCCC1)c1cccnc1)c1ccco1 (stereo not drawn)	5.4%	.
O=C(CSc1nnc(CNC(=O)c2ccccc2F)o1)NCCc1ccccc1	1.5%	.
CCCn1nnnc1NCc1c(F)cccc1Cl	5.5%	-10
COCc1nnc(NC(=O)C(C)C)s1	0.9%	6
N/C(=N\OC(=O)c1ccc(Br)cc1)c1ccncc1	-3.6%	.

Four compounds already listed, ordered by number of heavy atoms, lowest first:
SMILES	M. tuberculosis GlmU	Mtb RmlCD inh
Cc1nn(C)c(=O)n1-c1ccccc1	0.0%	43
CCc1ccc(C(=O)CN2CCSC2=N)cc1	-4.0%	.
Cc1cc2n(n1)C(c1sccc1C)Nc1ccccc1-2 (stereo not drawn)	-2.4%	.
COC(=O)c1cc(C(=O)N(Cc2ccccc2)c2ccccn2)cc([N+](=O)[O-])c1	-2.8%	3

Next entries.
SMILES	M. tuberculosis GlmU	Mtb RmlCD inh
CCCCNC(=O)CSc1nc2ccccc2n1S(=O)(=O)c1ccc(Br)cc1	3.5%	.
CCN(CC)Cc1c(C(=O)OC)nnn1-c1nonc1N	-1.7%	.
O=C(Cn1ncc2c(=O)oc3ccccc3c21)N1CCCN(Cc2ccccc2F)C1	1.6%	1
CCC(c1nnnn1C(C)(C)CC)N(CCCO)Cc1cc2cc(C)cc(C)c2[nH]c1=O (stereo not drawn)	-1.4%	-4
COc1ccc(OC)c(/C=N/NC(=O)c2ccc(N(C)S(=O)(=O)c3ccccc3)cc2)c1	-2.6%	-4
CN(C(=O)COC(=O)c1cc(-c2ccco2)nc2ccccc12)C1CCS(=O)(=O)C1 (stereo not drawn)	3.7%	.
CC(C)(C)NC(=O)C(c1ccc(F)cc1)N(Cc1ccccc1Cl)C(=O)c1ccn[nH]1 (stereo not drawn)	4.5%	9
CCc1ccc(NC(=O)C(=S)NC2CCCCC2)cc1	-1.3%	-11
C=C(C)Cc1c(C)c(C#N)c2nc3ccccc3n2c1NCCCN(C)C	.	11
CC(=O)c1cc(F)c(N2CCN(C(=O)Cc3ccccc3)CC2)cc1C	4.5%	10
C=CCc1cccc2cc(C(=O)N3CCN(C(=O)c4ccco4)CC3)c(=O)oc12	-1.4%	-3
Cc1ccc(C)c(NC(=O)CCN2CCOCC2)c1	0.1%	.
Cc1ccc(S(=O)(=O)CC2CSc3nc4ccccc4n32)cc1 (stereo not drawn)	-0.2%	29
CC(=O)Nc1sc(-c2ccccc2)nc1-c1ccccc1	2.2%	2
COc1ccc(/C=N/NC(=O)c2ccc(=O)n(C)c2)cc1OC	0.4%	1

High-throughput results: PubChem, several laboratories
